Bioassay records: PubChem, several laboratories
KCNK3 inh: human KCNK3 channel inhibitors, primary screen, CHO cells, FluxOR thallium flux, B-score; Potassium channel subfamily K member 3 (Homo sapiens), O14649; FluxOR fluorescence; active compounds read low; B-score at 10 µM; 0.84% of 340,000 active;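 active means B-score under library mean minus 4 SD, starting fluorescence ratio at most library mean plus 5 SD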;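 further: more negative B-score means stronger inhibition of thallium flux through KCNK3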
Target sequence (O14649 whole entry, looked up): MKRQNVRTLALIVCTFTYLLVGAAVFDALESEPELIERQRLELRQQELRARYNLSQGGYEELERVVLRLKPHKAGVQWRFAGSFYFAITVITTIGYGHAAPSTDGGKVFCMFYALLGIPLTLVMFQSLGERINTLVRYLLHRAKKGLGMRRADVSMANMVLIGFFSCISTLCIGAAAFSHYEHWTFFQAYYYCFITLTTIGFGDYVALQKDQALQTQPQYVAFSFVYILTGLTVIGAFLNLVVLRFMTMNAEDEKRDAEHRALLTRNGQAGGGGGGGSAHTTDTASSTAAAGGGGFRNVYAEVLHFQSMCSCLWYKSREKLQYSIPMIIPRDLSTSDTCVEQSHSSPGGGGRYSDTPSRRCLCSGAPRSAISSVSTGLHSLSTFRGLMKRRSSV
KCNQ1 pot: potentiators or activators of KCNQ1 channel, primary screen, cell-based, thallium flux, high-throughput; 0.35% of 310,000 active; B-score at 10 µM; CHO-K1 KCNQ1, thallium flux FluxOR fluorescence; active compounds read high;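 active means fluorescence ratio B-score, a plate-corrected score, at least three library SD, with initial intensity B-score within 5 SD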
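Assay system: stable KCNQ1 CHO-K1 line; medium: assay buffer, equal DMSO in all wells; timing: 90 min dye loading and 20 min compound exposure, both at room temperature; technique: kinetic FluxOR thallium fluorescence, 10-s 1-Hz baseline, 110-s post-stimulus read; read-out basis: B score of baseline-normalized fluorescence ratio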
HDAC3 inh: HDAC3 deacetylase inhibitors, primary screen, biochemical, fluorescence, cell-free homogeneous. Histone deacetylase 3 (Homo sapiens), O15379. AID 2718, 2010. inhibition, % at 8.3 µM. recombinant HDAC3, fluorogenic peptide/trypsin coupled. 0.15% of 320,000 active; in the data active means inhibition above about 26%, passing the limit was not always enough
Dyrk1A ADPGlo: rat Dyrk1A kinase inhibitors, primary screen, biochemical, single point, plate reader | Dual specificity tyrosine-phosphorylation-regulated kinase 1A (Rattus norvegicus), Q63470 | AID 504441, 2011 | inhibition, % at 12.5 µM | ADP-Glo luminescence, NFATc1 peptide | 0.43% of 310,000 active; in the data active means inhibition above about 50%;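 further: plate controls were vehicle with enzyme for no effect and no enzyme for full effect; many of its hits are not listed in these tables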
GSK3beta inhib: human GSK3beta kinase inhibitors, primary screen, biochemical, cell-free homogeneous, HTS; Glycogen synthase kinase-3 beta (Homo sapiens), P49841; 0.038% of 300,000 active; GST-GSK3beta kinase, ADP-Glo luminescence, 60 min; active compounds read low; activity score (negative = inhibition), % at 10 µM; AID 2097, 2009;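 active means more than half of replicate wells score below -50%, meaning over 50% inhibition versus plate controls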;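 further: 0% = median DMSO wells and -100% = median GW8510 positive control wells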
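Test system: GST-fused GSK3beta enzyme, cell-free | Quantity: 1.6 ng GST-GSK3beta enzyme per well | Reagent: 25 µM ATP with peptide substrate | Schedule: 60 min enzyme reaction, room temperature | Signal: Luminescent ADP-Glo measurement of ADP formed | Read-out basis: Score relative to plate controls | Control set: DMSO and 20 µM GW8510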
hERG rescue: hERG rescue from dofetilide block, primary screen, cell-based, CHO-hERG, FluxOR thallium flux, dofetilide IC70 | Voltage-gated inwardly rectifying potassium channel KCNH2 (Homo sapiens), Q12809 | dofetilide IC70 present | activation (rescue from dofetilide block), less the hit threshold, % at 10 µM | 0.51% of 310,000 active;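 active means activation above the mean of controls blocked by dofetilide plus 5 SD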;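 further: thallium influx through hERG after potassium depolarization seen as dye fluorescence rise; in these data hits start at about 4.7%; inactives centre near -7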
PolyA inh: polyadenylation inhibitors in yeast reporter cells, primary screen, luminescence, S. cerevisiae; 0.02% of 300,000 active; AID 1875, 2009; S. cerevisiae SKY197-pL101 polyadenylation reporter, beta-gal luminescence; efflux-impaired pdr1/pdr3 knockout yeast; score 100 = 6 SD above DMSO; calls only at 12 µM;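 active means lowest replicate activity score at least 50, where 100 means six control SD above control mean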;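 further: yeast exposed to compound for 9 h at 30 °C; higher score means more reporter readthrough which indicates perturbed polyadenylation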
KCNQ1 block: inhibitors of human KCNQ1 channel, primary screen, cell-based, thallium flux, high-throughput | Potassium voltage-gated channel subfamily KQT member 1 (Homo sapiens), P51787 | CHO-K1 KCNQ1, FluxOR thallium flux fluorescence; active compounds read high | B-score at 10 µM | 1.3% of 310,000 active | AID 2642, 2010;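 active means compounds whose thallium flux B-score, printed positive for inhibition, exceeds three library SD while starting fluorescence stays within three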;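 further: channel opened by potassium depolarization with thallium stimulus after 20 min compound exposure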
RGS4 act: RGS4 potentiators or activators, primary screen, cell-based, HEK293 M3R inducible RGS4, calcium flux | B-score at 10 µM | 0.92% of 310,000 active | carbachol calcium flux Fluo4; active compounds read low | AID 463111, 2010;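 active means B-score of the integrated calcium signal more than 4 SD below the library mean, with starting fluorescence not abnormally high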;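 further: negative B-score means reduced calcium response which marks RGS4 activation or potentiation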
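Reagent: ECmax carbachol challenge; Test system: M3R-expressing HEK293 line, RGS4 induced by doxycycline; Schedule: overnight RGS4 induction, 30 min dye load 37 °C, 20 min compound RT; Detection: calcium dye Fluo4 fluorescence; Read-out: Agonist-evoked peak-minus-minimum fluorescence over baseline, integrated ratio, B score.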
KCNK9 inh: KCNK9 potassium channel inhibitors, primary screen, HEK293 cells, thallium flux. FluxOR thallium flux fluorescence; active compounds read low. B-score at 10 µM. 1.2% of 310,000 active. AID 488922, 2010;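 active means ratio B-score over 3 SD below the library mean, with starting fluorescence within 5 SD of its mean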;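 further: negative B-score means less thallium flux so channel inhibition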
Target sequence (Q9NPC2 whole entry, looked up): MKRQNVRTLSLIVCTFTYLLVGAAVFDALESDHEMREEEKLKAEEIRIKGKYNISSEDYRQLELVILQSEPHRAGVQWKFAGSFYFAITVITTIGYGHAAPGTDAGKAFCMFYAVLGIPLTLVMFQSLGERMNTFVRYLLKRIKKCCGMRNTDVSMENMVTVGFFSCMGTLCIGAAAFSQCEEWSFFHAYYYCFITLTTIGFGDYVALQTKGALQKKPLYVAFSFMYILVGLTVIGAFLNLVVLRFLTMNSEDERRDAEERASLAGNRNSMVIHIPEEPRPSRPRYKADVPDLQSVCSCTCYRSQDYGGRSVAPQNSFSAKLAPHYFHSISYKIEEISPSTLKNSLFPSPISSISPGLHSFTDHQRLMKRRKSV
GSK3A inh: blockers of GSK3A enzyme activity – biochemical, luminescence, cell-free homogeneous, HTS, primary screen; inhibition, % at 10 µM; GSK-3 alpha kinase, ADP-Glo luminescence, 60 min; 0.1% of 320,000 active;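 in the data active means inhibition above about 50%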;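 further: GST-tagged GSK-3 alpha with peptide substrate and 25 µM ATP; 0% = DMSO neutral wells and 100% = GW8510 positive control wells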
* marks the source's active call; other numbers are inactive results; i = inactive; . = no result given. An excerpt; rates above refer to the full screens.

SMILES	KCNK3 inh	KCNQ1 pot	HDAC3 inh	Dyrk1A ADPGlo	GSK3beta inhib	hERG rescue	PolyA inh	KCNQ1 block	RGS4 act	KCNK9 inh	GSK3A inh
O=C(NCCc1ccc(Cl)cc1)C1CCC(=O)N1Cc1ccccc1Cl (configuration not stated)	i	i	-2	-11	-1	-11	i	i	i	i	.
COc1cc(OC)c(NC(=O)Cc2ccc(OC)c(S(=O)(=O)N3CCOCC3)c2)cc1Cl	i	i	1	1	1	-11	i	i	i	i	-1
CCOC(=O)COc1ccc2c3c(c(=O)oc2c1)CCCC3	i	i	1	2	0	-13	i	i	i	i	-1
Cc1ccc(C)c(-c2cc(C(=O)Nc3cccnc3)c3ccccc3n2)c1	-12*	i	2	2	-1	-9	i	6*	-7.6*	-8*	1
CN(C(=O)c1c[nH]c(=O)cc1C(F)(F)F)c1ccc(Cl)c(Cl)c1	i	i	-4	-5	4	-8	i	i	i	i	9
COC(=O)c1ccc(NC(=O)CN2C(=O)CC(C)S(=O)(=O)c3ccccc32)cc1 (configuration not stated)	i	i	2	-2	1	-9	i	i	i	i	11
CCOC(=O)C1=NN(c2ccc(Cl)cc2)C(c2ccccc2)CC1=O (configuration not stated)	i	i	9	6	-1	-13	i	i	i	i	-1
Cc1ccc(-c2ccc(=O)n(CC(=O)NCCC(C)C)n2)cc1	i	i	4	1	-2	-2	i	i	i	i	-2
COc1cccc(-c2c(C(=O)N/N=C/c3ccsc3)nnn2-c2nonc2N)c1	i	i	12	.	1	-11	i	i	i	i	.
C=CCOc1ccc(CNc2nn[nH]n2)cc1OC	i	i	-12	3	-2	-10	i	i	i	i	.
Cc1ccc(C(=O)N/C(=C\c2ccc(Cl)cc2)C(=O)NCCCN2CCOCC2)cc1	i	i	-1	2	0	-12	i	i	i	i	0
CCCN(CCC)C(=O)C1CCN(c2cc(C)nc3c(-c4ccc(OC)c(OC)c4)c(C)nn23)CC1	i	i	-8	1	1	-14	i	i	i	i	-3
CSc1cc(C)[nH]c(=O)n1	i	i	-2	1	-21	-5	i	i	i	i	-2
CCN(CC(=O)Nc1c(F)cccc1F)C(=O)c1ccc2c(c1)OCCO2	i	i	-3	-6	-4	-3	i	i	i	i	2
Cc1cccc(C)c1OCC(=O)N(Cc1ccc(N(C)C)cc1)C1CCS(=O)(=O)C1 (configuration not stated)	i	i	-1	.	-2	-9	i	i	i	i	-2
CCOC(=O)c1ccc(N2C(=O)C(O)=C(C(C)=O)C2c2ccc([N+](=O)[O-])cc2)cc1 (configuration not stated)	i	i	-1	10	0	-8	i	i	i	i	-1
Cc1ccc(C)n1NC(=O)c1ccc(Cl)cc1	i	i	0	-2	2	-7	i	i	i	i	-2
CCOC(=O)c1c(NC(=O)CC)sc(C(C)=O)c1C	i	i	-2	0	1	-11	i	i	i	i	1
CCc1cc2c(C)ccc(C)c2nc1SCC(=O)Nc1c(C)[nH]c(=O)[nH]c1=O	i	i	.	5	3	-6	i	i	i	i	.
CC(C)n1cc([C@@H]2C[C@H]3CN(Cc4cccc(Cl)c4)C(=O)[C@]34CCCN24)cn1	i	i	-3	-6	-1	-10	i	i	-7.6*	i	2
Cc1nc(SCc2nc3ccccc3[nH]2)c2oc3ccccc3c2n1	i	i	0	5	-1	-6	i	i	i	i	-1
CC(C)OC(=O)C(C)Nc1ccc(F)c(Cl)c1 (configuration not stated)	i	i	-3	-8	-5	-4	i	i	i	i	-1
CCCCNC(=O)c1onc(CSc2ccc(C(C)C)cc2)c1C(=O)O	i	i	9	-7	6	-13	i	i	i	i	-8
O=C(O)C1CC(=O)N(c2ccc(OCc3ccc(Cl)cc3Cl)cc2)C1 (configuration not stated)	i	i	9	-8	5	-8	i	i	i	i	.
COc1ccc(/C=C2\SC(=S)N(CC(=O)OCC(=O)Nc3cc(Cl)cc(Cl)c3)C2=O)cc1	i	i	.	6	2	-4	.	i	i	i	0
COc1nc(C)nc2c1ccc1ccccc12	i	i	-3	29	-1	-6	i	i	i	i	-1
NS(=O)(=O)c1cc2c(cc1Cl)NC(C1C[C@H]3C=C[C@@H]1C3)NS2(=O)=O (some centres not stated)	i	i	5	0	1	-4	i	i	i	i	-2
CCOc1ccc(OCCC(=O)N(CC)CC(=O)Nc2ccccc2C(F)(F)F)cc1	i	i	-11	3	0	-11	i	i	i	i	-2
O=C(N/N=C/c1ccc(-c2cccc([N+](=O)[O-])c2)o1)c1ccccc1O	i	i	2	8	-1	-7	i	i	i	i	0
O=C(COc1cccc(NC(=O)c2ccco2)c1)c1ccc(F)cc1	i	i	-6	-5	.	-1	.	i	i	i	0
Cn1cnnc1SCc1ccc(C(=O)NN)cc1	i	i	2	-6	1	-8	i	i	i	i	0
COc1ccccc1NC(=O)c1ccc(N2CC3CC(C2)c2cccc(=O)n2C3)c(NC(=O)c2cccnc2)c1 (configuration not stated)	i	i	5	-5	0	-7	i	i	i	i	-2
COCCn1c(SCC(=O)NCc2ccco2)nnc1C(C)C	i	i	1	-16	2	-2	i	i	i	i	1
COc1ccc(CCN2C(=O)CC(C(N)=O)SC2=Nc2ccccc2)cc1 (configuration not stated)	i	i	2	-3	1	-11	i	i	i	i	0
COC(=O)c1cc(C(=O)OCC(=O)N2c3ccccc3NC(=O)C2(C)C)cc([N+](=O)[O-])c1	i	i	0	1	3	-12	i	i	i	i	1
COCCCNc1oc(-c2ccccc2OC)nc1C#N	i	i	-125	6	-2	-9	i	i	i	i	1
COc1ccc(Cl)c(Cn2c(NCc3ccccn3)nc3c2c(=O)n(C)c(=O)n3C)c1	i	i	-1	6	0	-7	i	i	i	i	-4
CN(C)c1ccc(/C=N/NC(=O)c2ccc(CN3C(=O)c4cccc5cccc3c45)cc2)cc1	.	i	1	.	1	-9	i	i	i	i	1
COCCCn1c(=O)c2ccccc2n(CC(=O)NC2CCCC2)c1=O	i	i	-9	0	6	-3	i	i	i	i	-3
Cc1cccc(C(=O)OC2CCCN(C)C2)c1C (configuration not stated)	i	i	5	2	-2	-4	i	i	i	i	-1
Cc1ccc(C(=O)COC(=O)CNC(=O)CN2C(=O)c3ccccc3C2=O)cc1	i	i	4	0	-1	-4	i	i	i	i	-2
Nc1c(-c2n[nH]c(=S)n2-c2ccc(Cl)cc2Cl)cnn1-c1ccccc1	i	i	0	-6	-1	-10	i	i	i	i	-3
Cc1onc(-c2ccc(Cl)cc2)c1-c1ccnc(SCC(=O)Nc2cc(Cl)cc(Cl)c2)n1	-13*	i	1	13	9	-6	i	9*	i	-16*	-12
C=CCn1c(SCC(=O)c2ccc(CNC(C)=O)o2)nc2ccccc2c1=O	i	i	4	3	-2	-4	i	i	i	i	3
CCN(CC)C(=O)COc1ccc(S(=O)(=O)N2CCOCC2)cc1	i	i	-1	1	-1	-11	.	i	i	i	-5
CC(=O)Nc1ccc(N=C(C2=C(O)c3ccccc3C2=O)c2ccccc2)cc1	i	i	-3	20	0	-6	i	i	i	i	4
Cc1nnsc1S(=O)c1ccc(Cl)c(Cl)c1 (configuration not stated)	i	i	-3	2	0	-6	i	i	i	i	0
NC(=O)CSc1ncc(-c2ccc([N+](=O)[O-])cc2)[nH]1	i	i	-1	5	-4	-4	i	i	i	i	6
CNC(=O)/C(C#N)=C/c1ccc(OCCOc2ccccc2)cc1	i	i	2	.	1	-5	i	i	i	i	1
Cc1ccc(NC(=O)CN2CCC(NC(=O)C3CCCCC3)CC2)c(Br)c1	i	i	0	1	1	-8	i	i	i	i	-1
Further compounds:
SMILES	KCNK3 inh	KCNQ1 pot	HDAC3 inh	Dyrk1A ADPGlo	GSK3beta inhib	hERG rescue	PolyA inh	KCNQ1 block	RGS4 act	KCNK9 inh	GSK3A inh
Cc1cc(C(=O)N(C)Cc2ccc(Br)cc2)no1	i	i	-2	11	2	-2	i	i	i	i	-1
NC1(C(=O)O)CC1	i	i	-1	-5	0	-7	i	i	i	i	-1
COc1ccc(-c2cc(C(=O)NCC3CCCO3)c3ccccc3n2)c(OC)c1 (configuration not stated)	i	i	-1	0	-2	-4	i	i	i	i	-2
COC(=O)c1sccc1NC(=O)CSc1ccccc1NS(=O)(=O)c1ccccc1Cl	i	i	3	0	2	-15	i	i	i	-7.2*	0
COc1ccc(CCNC(=O)C2CC(c3cccc(F)c3)=NO2)cc1 (configuration not stated)	i	i	-11	3	-4	-3	i	i	i	i	-2
NNC(=O)c1cnn(-c2ccccc2)c1-n1cccc1	i	i	-2	0	2	-13	i	i	i	i	-6
COc1ccc(N2CCN(C(=O)c3csc4ccccc34)CC2)cc1	i	i	3	4	5	-12	i	i	i	i	-2
C=CCOc1ccc(/C=N/NC(=O)C2CCCC2)cc1OCC	i	i	13	.	2	-10	i	i	i	i	-1
Cc1ccc(NC(=O)COc2cccc3ccc(C)nc23)c(Br)c1	i	i	.	0	2	1	i	i	i	i	.
Cc1c(NC(=O)C(C)OC(=O)c2c3c(nc4ccccc24)CCC(C)C3)c(=O)n(-c2ccccc2)n1C (configuration not stated)	i	i	-6	0	3	-13	i	i	i	i	-2
Cc1ccc2c(c1)C1CN(C)CCC1N2C(=O)c1ccccc1NS(=O)(=O)c1ccc(F)cc1C (configuration not stated)	i	i	0	1	1	-4	i	i	i	i	-1
